# Screens: PubChem, National Center for Advancing Translational Sciences (NCATS)
# RORgamma inh – blocks mouse ROR gamma transcriptional activity; P51450; AID 2551; Drosophila S2 Gal4-RORgamma UAS-luciferase reporter, 20 h; actives 5.4% (n = 310,000); Potency, µM (highest dose often 53.6 µM), without a hit: at the highest dose activity change, negative = inhibition, actives largely listed as inhibitors; further: on the % scale 0 is the no-effect control and ±100 the full control effect; nearly all actives have a fitted effect of over 60% in size
#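 A Gal4/UAS one-hybrid system in insect cells: metallothionein-promoter Gal4–ROR gamma fusion plus Photinus luciferase reporter. Copper sulfate 700 uM final, 20 hr ambient incubation, luminescent detection after 10 min with reagent.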
# ELG1 genotoxic – induces genotoxicity in HEK293T cells with luciferase-tagged ELG1; Potency, µM (series often up to 46 µM), without a hit: at the highest dose activity change, positive = activation, actives largely listed as activators; actives 1.3% (n = 330,000); HEK293T ELG1-luciferase reporter, luminescence, 16 h; further: % of control where 0% means no effect; nearly all actives have a fitted effect of over 60% in size
#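 Luminescence read-out: rising ELG1-luciferase signal, reflecting elevated ELG1 protein under genetic stress, flags genotoxic compounds. Cells were treated for 16 hr at 37 °C before ONE-Glo detection.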
# BRCA1 expr up – BRCA1 expression activation; MCF7-BRCA1-FFLuc reporter, luminescence, 48 h; response scale: scaled: vehicle 0%, 10 µM genistein 100%; Potency, µM (highest dose often 46.1 µM), for inactives: at the highest dose activation, most hits filed as activators; actives 1.1% (n = 380,000); further: nearly all actives have a fitted effect of over 80% in size; some results filed as inactive show a strong effect at the top dose
#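 Compounds are tested at multiple concentrations on MCF7 BRCA1-luciferase reporter cells seeded at 2000 per well; after 48 h, a single luminescence end-point is taken and curves fitted to the normalized data.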
# CXXC DNA block – MLL CXXC-DNA interaction inhibition; Q03164; MLL-CXXC / FITC-HOXA9 DNA fluorescence polarization; Potency, µM (doses to about 115 µM), for the others: at the highest dose activity change, negative = inhibition, most hits filed as inhibitors; actives 0.037% (n = 290,000); AID 2662; active means well fitted inhibition curve with a large enough effect in the polarisation, with a control signal flat, not every such curve was filed as active; inconclusive means small, poorly fitted or top-dose-only effect, or effect the other way, or a change in a side signal; inactive means no such curve, though single readings can be large or run the other way; the % refers to the polarisation
#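 Fluorescence polarization: 7 uM MLL-CXXC (stock) preincubated 5 min with compounds, then 50 nM fluorescein-HOX-A9 DNA (stock) added; 30 min ambient. Buffer 50 mM Tris-HCl pH 7.5, 50 mM NaCl, 1 mM DTT, 0.05% BSA.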
# Gal4-VP16 FLuc – Gal4-VP16 reporter inhibition counter-screen | Drosophila S2 Gal4-VP16 UAS-luciferase, luminescence, 20 h | Potency, µM (top dose mostly 53.6 µM), for the others: at the top dose activity, negative = inhibition, most hits filed as inhibitors | actives 3.5% (n = 310,000);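 further: Gal4-VP16 expression switched on by copper sulfate through the metallothionein promoter; on the % scale 0 is the no-effect control and ±100 the full control effect; nearly all actives have a fitted effect of over 50% in size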
# p53 reactivation – restores transcriptional activity of mutant p53; H1299 p53-A138V BP100-luciferase reporter, luminescence, 24 h; Potency, µM (highest dose often 92.2 µM), inactives show at the highest dose activity change, positive = activation, usual class: activators; actives 0.063% (n = 320,000); further: % of control where 0% means no effect; nearly all actives have a fitted effect of over 45% in size
#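 H1299 (p53-null), stable ts p53-A138V + BP100-Luc; 1000 cells/well, Opti-MEM/10% FBS; cpd 4 pt, 1:5; 24 h, 37 deg C, 5% CO2; detection reagent 10 min RT; luminescence.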
# Rab9 prom act – activates the Rab9 promoter. actives 2.8% (n = 320,000). Potency, µM (highest dose often 9.22 µM), for the others: at the highest dose activation, negative = inhibition, usual class: activators. AID 485297. Huh7 Rab9 promoter-luciferase reporter, luminescence, 24 h; further: % of control where 0% means no effect; nearly all actives have a fitted effect of over 60% in size
#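 Measured in stably transfected Huh7 cells bearing a Rab9 promoter–luciferase construct: 24 h compound treatment at 37 °C, followed by luminescence detection.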
# uPA generation – inhibitors of cell surface uPA generation | cell surface uPA generation assay, qHTS | Potency, µM (doses to about 38.3 µM), inactives show at the highest dose activity change, negative = inhibition, actives largely listed as inhibitors | actives 0.31% (n = 330,000) | AID 540303; active means well fitted inhibition curve with a large enough effect; inconclusive means small, poorly fitted or top-dose-only effect; inactive means no such curve, though single readings can be large or run the other way; tested in mouse RAW 264.7 cells; further: on the % scale 0 is the no-effect control and ±100 the full control effect; nearly all actives have a fitted effect of over 55% in size
# MBNL1 CUG block – blocks human MBNL1 binding to CUG repeat RNA. TR-FRET MBNL1-His/biotin-(CUG)12 binding, 665/545 ratio. actives 0.036% (n = 280,000). Potency, µM (top dose mostly 57.5 µM), for the others: at the highest dose activity change, negative = inhibition, hits mostly inhibitors. Q9NR56; active means well fitted inhibition curve with a large enough effect in the signal ratio, with a control signal flat, not every such curve was filed as active; inconclusive means small, poorly fitted or top-dose-only effect, or effect the other way, or a change in a side signal; inactive means no such curve, though single readings can be large or run the other way; the % refers to the signal ratio; further: on the % scale 0 is the no-effect control and ±100 the full control effect
#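 TR-FRET between His-tagged MBNL1 and biotin-(CUG)12 RNA, detected with Tb anti-His antibody (0.055 ng/ul) and streptavidin-XL665 (5 nM), 60 min at room temperature. Compounds titrated 92 nM to 58 uM; 665/545 nm ratio normalized to buffer and complex controls.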
# FLuc modulator – inhibits or activates purified firefly luciferase, miR-21 counter-screen. AID 588342. purified FLuc, Km substrates, luminescence inhibition. actives 6.9% (n = 360,000). Potency, µM (doses to about 57.5 µM), for the others: at the top dose activity change, negative = inhibition, hits mostly inhibitors. P08659;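 further: plate controls were vehicle for no effect and reference inhibitor for full effect; nearly all actives have a fitted effect of over 55% in size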
#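 Biochemical qHTS of compounds, final roughly 60 µM downward over six points, against 10 nM purified firefly luciferase using Km concentrations of substrates (10 uM D-luciferin, 10 uM ATP) in Tris acetate pH 7.5 buffer; luminescence output.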
# NPC1 prom act – activators of NPC1 promoter | Huh7 NPC1 promoter luciferase reporter, 24 h | actives 2.4% (n = 320,000) | Potency, µM (top dose mostly 9.22 µM), inactives show at the top dose activation, hits mostly activators | AID 485313;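 further: % of control where 0% means no effect; nearly all actives have a fitted effect of over 60% in size; reporter is driven by a mutant NPC1 promoter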
#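 Compounds in DMSO were transferred onto Huh7 NPC1-luciferase reporter cells pre-incubated 2 h; after 24 h at 37 °C, Amplite reagent was dispensed and luminescence recorded 10 min later.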
# * marks the source's active call; other numbers are inactive results; u = inconclusive; x = no result given; & = joins results of further samples; [ ] = dose if it differs, or a comment. Unless noted, the call rests on the fitted dose curve; in most records, active means well fitted curve in the direction sought with a large enough effect; inconclusive means small, poorly fitted or top-dose-only effect, or another doubt; inactive means no such curve, though single readings can be large; an effect the other way counts as inactive or inconclusive. Potency means the concentration at half of the fitted maximal effect.
SMILES	RORgamma inh	ELG1 genotoxic	BRCA1 expr up	CXXC DNA block	Gal4-VP16 FLuc	p53 reactivation	Rab9 prom act	uPA generation	MBNL1 CUG block	FLuc modulator	NPC1 prom act
O=C(CN(Cc1cccs1)C(=O)CNS(=O)(=O)c1ccccc1)NCc1ccco1	3%	1%	-8%	14%	-4%	0%	-2%	4%	6%	-1%	-3%
COCCn1c(SCC#N)nnc1-c1ccc(OC)cc1	u	1%	-7%	2%	-7%	-12%	-2%	12%	-3%	-1%	-13%
Cc1ccc(N2C(=O)C3CC(c4ccccc4)=C4C5C=CC(C6C(=O)N(c7ccc(C)cc7C)C(=O)C56)C4C3C2=O)c(C)c1 (configuration not stated)	-25%	-3%	-17%	12%	-10%	-8%	-5%	2%	-3%	0%	-2%
COc1ccc(S(=O)(=O)N2CCCc3ccccc32)cc1OC	3%	u	-41%	-4%	0%	11%	-6%	-5%	-1%	19µM*	-2%
CC(c1ccncn1)N(C)Cc1nc(-c2ccc(C(F)(F)F)cc2)no1 (configuration not stated)	3.2µM*	-4%	-15%	26%	7.1µM*	0%	-3%	9%	-18%	1%	-13%
COCCNC(=O)/C(C#N)=C/c1ccccc1Br	0%	u	0%	12%	-11%	-2%	1%	7%	-5%	u	-6%
O=C(NCC1CCCO1)C(c1ccc(F)cc1)N(CCCN1CCOCC1)C(=O)c1ccc(-c2ccccc2)[nH]1 (configuration not stated)	12%	-2%	-24%	3%	-1%	-3%	-11%	0%	0%	4%	3%
COc1ccccc1CNC(=O)/C=C/c1ccc(S(=O)(=O)N2CCOCC2)cc1	15%	-5%	-11%	7%	25%	-2%	1%	-6%	17%	-1%	-3%
Cc1c(Cl)cccc1N1C(=O)CC(NNC(=O)c2cccnc2)C1=O (configuration not stated)	-3%	2%	53%	7%	0%	2%	-3%	1%	-2%	-1%	1%
CC(OC(=O)Cc1ccc(F)cc1)C(=O)NCc1ccc2c(c1)OCO2 (configuration not stated)	x	1%	-8%	x	x	7%	1%	1%	x	8%	-1%
CCOc1ccc(Cc2noc3c2C(=O)CC(C)(C)C3)cc1OCC	-12%	u	-39%	3%	4%	-4%	12%	4%	x	-5%	-3%
CC(=O)N(C)N(C)c1cc(C)nc(N)n1	0%	0%	13%	-9%	-12%	4%	1%	0%	-10%	1%	-1%
COC(=O)c1nnn(CC(=O)Nc2cccc(OC)c2)c1C(=O)OC	-17%	3%	-19%	-2%	0%	3%	-1%	6%	4%	1%	0%
COc1cccc(NC(=O)CN(C)C(=O)c2ccc(OCc3ccccc3)c(OC)c2)c1	x	2%	28%	x	x	1%	0%	1%	x	-11%	8%
Cc1ccc2[nH]cc(C(=O)CCl)c2c1	-14%	-10%	-103%[inhibitor]	6%	-11%	-26%	-48%[inhibitor]	-16%	-2%	1%	-14%
COc1ccc(Cl)cc1N1C(=O)CC(Sc2ccccc2N)C1=O (configuration not stated)	47%	-5%	-14%	1%	-1%	-4%	-2%	11%	-1%	0%	-2%
Cc1cccc(C)c1NC(=O)C(c1ccc(Cl)cc1Cl)N1CCCCC1 (configuration not stated)	11%	-9%	-81%	1%	-8%	-1%	-6%	-3%	-4%	-1%	-7%
Cc1ccc(-c2n[nH]c(=S)n2/N=C/c2cccs2)cc1	5µM*	0%	-23%	u	3.2µM*	-6%	3%	-1%	10%	0%	-1%
O=C(CN1CCCCCC1)Nc1cccc2c1OCO2	-32%	0%	12%	3%	3%	2%	5%	0%	-2%	-2%	-1%
O=S(=O)(NCCC1CC1(Cl)Cl)c1ccccc1 (configuration not stated)	25%	-1%	-1%	-1%	11%	-3%	-2%	-3%	0%	-1%	-4%
CCc1cc(=O)oc2cc(OCC(=O)OC)c(Cl)cc12	-23%	0%	-1%	1%	5%	10%	-2%	9%	-2%	1%	-2%
CCCCn1c(N)c(N(CC(C)C)C(=O)CN(C)S(=O)(=O)c2ccc(NC(C)=O)cc2)c(=O)[nH]c1=O	x	-10%	-1%	x	x	7%	-5%	7%	x	4%	0%
O=C(CCCOc1ccccc1)N1CCN(S(=O)(=O)c2cccc(F)c2)CC1	x	-2%	-6%	x	x	2%	-4%	12%	x	2%	-4%
CN(Cc1ccc2nonc2c1)Cc1nc(CC2CC2)no1	8%	1%	-18%	5%	8%	-4%	-1%	0%	u	0%	-5%
Cc1ccc(NC(=O)CSc2nnc(Cc3ccccc3)c(=O)[nH]2)c(C)c1	x	-9%	-21%	x	x	3%	-5%	2%	x	-1%	-3%
Cc1cc(NC(=O)C(C)SCC(=O)Nc2ccccc2OC(F)F)no1 (configuration not stated)	x	-1%	-8%	-11%	x	x	-6%	12%	-6%	-1%	11%
CC1CCCC(NC(=O)c2cccc(S(=O)(=O)N3CCN(c4ccccc4)CC3)c2)C1C (configuration not stated)	x	u	-24%	x	x	0%	-9%	12%	x	0%	-7%
COc1ccccc1NC(=O)Nc1ccc(NC(=O)c2ccccc2O)cc1	15%	-5%	9%	0%	-3%	-3%	5%	-15%	1%	u	2%
CC(OC(=O)CNC(=O)c1ccc(Cl)c(Cl)c1)C(=O)N1CCOCC1 (configuration not stated)	x	1%	-6%	x	x	1%	0%	10%	x	-1%	-4%
COc1ccc(/C=C/C(=O)NC2CCN(Cc3ccccc3)CC2)cc1OC	-18%	0%	-21%	4%	8%	-9%	-5%	0%	17%	0%	1%
CCCc1cc(C(=O)NCc2ccco2)no1	42%	u	u	3%	10%	u	u	-5%	-4%	u	17%
Cc1nn(CC(=O)OCC(=O)NCCc2ccc(S(N)(=O)=O)cc2)c(C)c1[N+](=O)[O-]	x	2%	-4%	x	x	-1%	1%	-11%	x	-1%	-1%
COC(=O)/C(=C/c1ccc(OC)cc1)NC(=O)c1ccco1	9%	0%	-18%	0%	-6%	-10%	1%	5%	10%	-2%	-2%
Fc1cccc(Cl)c1CSc1nnc(CN2CCOCC2)n1-c1ccccc1	-15%	-3%	-19%	-9%	-3%	-3%	-4%	-4%	-2%	1%	-3%
CCC(=O)Nc1nc2ccc([N+](=O)[O-])cc2s1	u	-1%	20%	23%	-3%	23%	3%	-9%	u	-18%	20%
CCCOC(=O)c1ccc(NC(=O)C2C3CCC(C3)C2C(=O)O)cc1 (configuration not stated)	38%	u	21%	-2%	8%	u	u	-7%	-5%	-28%	u
CCN(CC(=O)Nc1c(F)cccc1F)C(=O)CSCc1c(C)noc1C	x	1%	-22%	x	x	0%	-1%	0%	x	-21%	2%
COc1ccc(CNC(=O)c2cnc(C)cn2)cc1	41%	-1%	4%	-2%	-13%	4%	3%	3%	-2%	1%	-3%
O=C1CSC(c2cccnc2)N1Cc1cccnc1 (configuration not stated)	-8%	-3%	-8%	-7%	-7%	-2%	-6%	7%	-10%	0%	-2%
CCc1ccc(/C=C2\SC(=S)N(CCC(=O)NC3=NCCS3)C2=O)cc1	-24%	-5%	x	49%[activator]	1%	-4%	-19%	x	13%	u	-19%
Cc1c(N2C(=O)C(=O)/C(=C(/O)c3ccc(Cl)cc3)C2c2ccccc2)c(=O)n(-c2ccccc2)n1C (configuration not stated)	0%	2%	-1%	u	u	-6%	-3%	1%	6%	-1%	0%
COc1cccc(/C=C/c2nc(C#N)c(NCC(C)C)o2)c1	u	4%	9%	-2%	3%	x	0%	u	79%[activator]	u	0%
Cc1cc(C)c(NS(=O)(=O)c2ccc3c(c2)NC(=O)CCS3)c(C)c1	10%	-6%	-53%&-43%	-4%	-10%	0%	0%	11%	-5%	2%&-3%	2%
Cc1ccc(NC(=O)CN(C)C(=O)Cn2ncc(Cl)c(Cl)c2=O)cc1	16%	u	-90%	0%	-9%	-25%	-51%[inhibitor]	u	u	-3%	-42%[inhibitor]
CN1CCN(c2ccc(NC(=O)c3ccc4ccccc4c3)cc2)CC1	11µM*	1.8µM*	0%	3%	u	u	0.56µM*	-2%	12%	1.9µM*	0.32µM*
Cc1c(C)n2c(SCC(=O)NC3CCCC3)nnc2[nH]c1=O	x	-1%	-4%	x	x	0%	1%	5%	x	6%	-2%

# Some of the compounds tested; rates above refer to the full screens.
